# Screening data as filed in PubChem BioAssay.
# MC4R ag barr: agonists of human melanocortin 4 receptor (MC4R) beta-arrestin. P32245. U2OS MC4R beta-arrestin complementation, luminescence; percent of melanotan II response, DMSO zero. activation, % at 8.9 µM. 360,000 tested, 0.98% active. AID 540308;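 active means activation above a per-plate cutoff, the mean activation of sample wells on that plate plus 3 SD, cut at about 8% in these data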
# Target sequence (P32245 whole entry, looked up): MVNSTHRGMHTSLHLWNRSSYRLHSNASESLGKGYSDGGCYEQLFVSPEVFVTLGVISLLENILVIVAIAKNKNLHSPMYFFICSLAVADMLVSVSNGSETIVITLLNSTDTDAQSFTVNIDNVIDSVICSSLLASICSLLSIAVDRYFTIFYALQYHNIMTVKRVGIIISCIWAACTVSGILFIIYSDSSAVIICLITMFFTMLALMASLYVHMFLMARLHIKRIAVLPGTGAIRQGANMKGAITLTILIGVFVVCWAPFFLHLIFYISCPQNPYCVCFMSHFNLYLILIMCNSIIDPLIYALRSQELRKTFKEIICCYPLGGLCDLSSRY
# aDG glyco up: increases alpha dystroglycan glycosylation; 360,000 tested, 0.22% active; activation, % at 10 µM; AID 624168; Pro5-aDG cells, alpha-DG glycosylation AlphaScreen (IIH6); 0% Pro5, 100% B10-LARGE cell signal;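 active means activation of at least 8% versus controls, or a plate z-score of at least 8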;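 further: Pro5 are CHO cells carrying HIG-tagged alpha-DG that lacks glycosylation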
# ABCB6 inh MLPCN: blocks the human ABCB6 transporter; K562-ABCB6 porphyrin accumulation, flow cytometry, 1 h; hits give low values; fluorescence ratio to DMSO, % at 10 µM; 360,000 tested, 0.19% active; AID 602162;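 active means fluorescence ratio to DMSO below 75%, the collection mean minus 3 SD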;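 further: signal is porphyrin accumulated inside mitochondria; 100% equals median channel fluorescence of DMSO control wells; lower ratio means ABCB6 inhibition with less porphyrin fluorescence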
# MC4R antag cAMP: antagonists of human melanocortin 4 receptor (MC4R); MC4R-expressing cells, MTII-stimulated cAMP, LANCE TR-FRET; inhibition, % at 6.5 µM; 360,000 tested, 0.48% active; AID 540295;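 active means inhibition above its plate's cutoff, the mean of tested wells on that plate plus 3 SD, cut at about 29% in these data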;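 further: 0% = Melanotan II alone and 100% = Melanotan II plus saturating MCL0020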
#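 System – human MC4R-expressing U2OS cells · Also added – Melanotan II · Dosing – one concentration, 6.5 µM nominal · Timing – 30-min compound, 1-h challenge, 1-h detection, room temperature · Measured by – Eu-cAMP/anti-cAMP TR-FRET, emission 671 nm · Replicates – singlicate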
# NOD2-RIPK2 inh: blocks binding of human NOD2 to RIPK2; inhibition, % at 4.98 µM; CHO BLA complementation NOD2-RIPK2, CCF4 ratio; 360,000 tested, 0.38% active; AID 624267; O43353; in the data active means inhibition above about 21%;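 further: 0% = vehicle only and 100% = reference blocker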
# Target sequence (O43353 whole entry, looked up): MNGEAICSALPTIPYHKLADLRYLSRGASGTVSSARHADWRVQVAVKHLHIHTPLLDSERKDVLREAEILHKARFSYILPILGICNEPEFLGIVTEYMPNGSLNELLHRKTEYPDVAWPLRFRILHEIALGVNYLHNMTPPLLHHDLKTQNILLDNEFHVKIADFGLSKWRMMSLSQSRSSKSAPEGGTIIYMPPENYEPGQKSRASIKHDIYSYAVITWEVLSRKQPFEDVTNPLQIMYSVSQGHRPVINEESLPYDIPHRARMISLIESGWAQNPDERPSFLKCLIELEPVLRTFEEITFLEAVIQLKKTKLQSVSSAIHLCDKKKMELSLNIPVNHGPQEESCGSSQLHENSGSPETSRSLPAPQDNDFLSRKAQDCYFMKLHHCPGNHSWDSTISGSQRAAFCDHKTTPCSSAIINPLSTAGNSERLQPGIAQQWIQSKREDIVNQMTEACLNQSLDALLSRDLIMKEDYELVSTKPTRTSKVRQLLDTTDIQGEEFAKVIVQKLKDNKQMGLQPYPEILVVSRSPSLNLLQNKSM
# TLR9-MyD88 block: blocks human TLR9 binding to MyD88; Q9NR96+Q99836; CHO BLA complementation TLR9-MyD88, CCF4 FRET ratio; inhibition, % at 4.98 µM; 340,000 tested, 0.21% active;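 active means inhibition above the mean over all tested compounds plus 3 SD, cut at about 21% in these data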;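 further: 0% = DMSO only wells and 100% = clavulanate BLA inhibitor control wells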
# Glyco luc inh: N-linked glycosylation inhibition; reporter increase, % at 12.5 µM; 360,000 tested, 0.23% active; AID 588692; D54 ERlucT glycosylation luciferase reporter, 24 h; percent of 100 nM tunicamycin response;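 active means mean luciferase reporter signal, scaled so untreated is 0 and the glycosylation-blocking control 100, at or above a set limit in every replicate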;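 further: luciferase carries N-glycosylation sites so blocking glycosylation raises the light; 0% = median of neutral control wells and 100% = median of 100 nM tunicamycin wells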
# Vif inh: inhibitors of HIV Vif. HEK293T cells, Vif self-association by quenched fluorescence, imaging, 24 h. inhibition, % at 7.49 µM. AID 602346. 340,000 tested, 0.35% active; in the data active means inhibition above about 50%, passing the limit was not always enough; further: some results filed as inactive read as strong as hits
# ABHD5 PLIN5 PPI: blocks binding of human ABHD5 to perilipin-5; Split G. princeps luciferase complementation, luminescence, 4 h; inhibition, % at 4 µM; 360,000 tested, 0.78% active; AID 602281;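 active means inhibition above the mean inhibition across every tested compound plus 3 SD, cut at about 22% in these data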;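 further: 0% = DMSO only wells and the 100% control is not disclosed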
# Exocytosis inh: lytic granule exocytosis inhibition | TALL-104 LAMP-1 surface exposure, flow cytometry; cells stimulated with thapsigargin and PMA | inhibition, % at 10 µM | 360,000 tested, 0.66% active;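 active means inhibition above about 55%, limit read from the data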
# * hit, by the source's call; x = not tested or not shown.
SMILES,MC4R ag barr,aDG glyco up,ABCB6 inh MLPCN,MC4R antag cAMP,NOD2-RIPK2 inh,TLR9-MyD88 block,Glyco luc inh,Vif inh,ABHD5 PLIN5 PPI,Exocytosis inh
CCOC(=O)c1ccc(S(=O)(=O)N2CCC(N3CCCCC3)CC2)cc1,-0.6,0.0,97,22,10,-1,-5,3,-7,-6
Cc1ccc(-n2nc(C)c3c(C)c(CCC(=O)NCC4CCCO4)c(=O)n(C)c32)cc1 (configuration not stated),-1.2,0.0,99,14,-3,6,-8,-8,-5,8
COc1ccc(C(=O)Nc2ccccc2C(=O)NCCN2CCOCC2)cc1OC,-0.7,0.4,98,8,-4,0,1,7,1,-6
COC(=O)c1ccc(C(=O)N2CCCC(CNC(=O)c3ccc(F)cc3)C2)cc1 (configuration not stated),-1.6,-0.2,107,6,6,-8,1,-6,-12,0
CN(CC(=O)Nc1ccc(F)cc1)C(=O)c1ccc(OCc2cn3ccccc3n2)cc1,-0.1,0.0,103,4,3,-1,-3,-4,2,13
COc1ccc(NC(=O)C2CCCO2)c(OC)c1 (configuration not stated),-1.2,-0.1,98,-1,-3,-8,2,9,2,-6
C/C(=N\NC(=S)NC(C)C)c1ccccc1OC(F)F,-1.7,0.2,99,0,-3,2,4,3,-4,4
O=C(c1cccc2ccccc12)N1CCN(Cc2ccccc2F)CC1,-0.3,0.1,99,-6,1,-5,-9,1,-13,0
COc1ccc(O)c(-c2[nH]ncc2C(=O)c2ccccc2C)c1,3.1,0.1,110,2,0,-1,-3,9,0,-2
COC(=O)c1c(C)[nH]c(C(=O)CSc2ncnc3sc(-c4ccccc4)cc23)c1C,3.7,0.0,94,-2,-9,13,1,-5,8,0
CC(=O)/C(N=Nc1ccc2c(c1)OCO2)=C(\C)O,0.6,-0.1,74*,-3,-3,6,0,1,-6,-4
O=C(NCC(c1cccs1)N1CCOCC1)c1cccnc1 (configuration not stated),-2.0,0.1,95,3,-10,-2,1,25,-1,-4
CCCC(=O)NC(=S)NNC(=O)c1ccc([N+](=O)[O-])cc1,0.3,0.0,98,9,4,-6,3,8,-4,0
Cc1ccc(C)c(NS(=O)(=O)c2ccc(-c3ccc(=O)[nH]n3)o2)c1,-1.9,0.1,106,6,-5,-6,0,10,-2,-9
Cc1ccccc1CNC(=O)CCn1nc(C)c2c(C)n(-c3ccccc3)nc2c1=O,-1.0,-0.2,104,1,1,-7,0,-5,-1,8
Cc1ccc(C)c2sc(NC(=O)c3ccc(N4C(=O)CCC4=O)cc3)nc12,0.3,0.0,95,1,-5,4,-1,2,3,7
CC(=O)Nc1ccc(S(=O)(=O)N2c3ccccc3NC(=O)CC2C)c(Cl)c1 (configuration not stated),-0.4,0.1,92,10,-10,x,2,-3,3,-7
CCOC(=O)COc1ccc(C)cc1-c1ccno1,-1.6,-0.1,94,-4,2,-8,1,0,-1,1
O=C(O)CC(NC(=O)C12CC3CC(CC(C3)C1)C2)c1ccc(F)cc1 (configuration not stated),0.1,0.0,101,12,-9,-11,1,-11,0,11
CCc1ccc(/C=C2\Oc3cc(OS(C)(=O)=O)ccc3C2=O)cc1,2.4,0.2,97,14,9,1,1,3,2,0
CCN(c1ccc(OC)cc1)S(=O)(=O)c1cc(-c2cc(C)no2)ccc1C(C)C,1.1,-0.4,92,8,-3,-11,-5,0,-3,2
CCOc1cc2c(cc1OC)C(NC(=O)c1ccco1)CC2=O (configuration not stated),-1.2,0.6,91,1,4,-9,-1,-8,3,6
Cc1ccc(S(=O)(=O)N2CCN(C(=O)Cn3c(=O)oc4ccccc43)CC2)c(C)c1,-0.5,0.0,97,8,9,2,2,-5,4,-7
CC(C)c1ccc(CNc2nc(NCC3CC3)nc3ccsc23)cc1,5.3,5.2,95,-1,-1,x,-8,-7,-5,38
COc1ccc(C(=O)Nc2cccc(NC(C)=O)c2)cc1,0.3,0.0,101,4,-2,x,3,x,1,0
COC(=O)c1sccc1NC(=S)N1CCCC(C)C1 (configuration not stated),-0.5,-0.1,87,1,-3,-2,0,-2,-11,1
COc1ccc(NC(=O)CSc2ccc(-c3cccs3)nn2)c(OC)c1,14*,2.1,94,-2,-3,-3,0,-10,-3,3
COc1ccccc1C(NC(=O)C1CCN(CCOc2ccc(Cl)cc2)CC1)c1ccccn1 (configuration not stated),-2.6,0.0,100,-2,-7,x,-2,-2,-2,0
CCCCCC(=O)N1C[C@H](O)[C@@H](n2cc(C3CC3)nn2)C[C@@H]1c1ccc(OC)cc1,-0.6,0.5,99,6,-5,0,1,-2,0,-6
CCN(CC)CCOc1ccc2c(c1)C(=NO)c1cc(OCCN(CC)CC)ccc1-2,-1.3,-0.2,97,-9,-5,-3,-12,-3,1,6
CCCc1ncc(C(O)c2cccc3ccccc23)n1C (configuration not stated),-0.4,0.3,90,1,-10,-10,0,3,-1,-1
COc1ccc(-c2c(C#N)c(N)nc3sc(C(=O)c4ccc(C)cc4)c(N)c23)cc1,4.4,0.4,116,19,-1,6,-5,2,-4,4
O=C(COC(=O)c1ccc(O)cc1)Nc1cc(C(F)(F)F)ccc1N1CCOCC1,0.1,-0.3,99,-4,-13,-4,-1,-8,4,-1
CC[C@]12c3[nH]c4ccccc4c3CCN1C(=O)C(CC(=O)NC/C=C(\C)CCC=C(C)C)C[C@@H]2C(=O)N1CCN(C(=O)c2ccco2)CC1 (some centres not stated),-0.6,0.4,98,2,0,-13,3,x,-5,4
O=C(c1cc(COc2c(F)cccc2F)on1)N(Cc1ccccc1)CC1CC1,-1.1,0.3,95,10,-17,-3,-3,-1,-4,8
O=C(O)c1ccccc1C(=O)N(c1ccccc1)c1ccccc1,3.3,0.5,108,-2,-7,2,-1,-11,4,-4
Cc1ccc(S(=O)(=O)N2CCOCC2)cc1NC(=O)Cn1cc(C(F)(F)F)cc(Cl)c1=O,0.2,0.1,100,4,-6,-17,1,7,-1,-5
O=S(=O)(Nc1ccncc1Cl)c1ccccc1,-0.2,-0.3,109,1,2,-4,3,20,-5,2
CN(C)S(=O)(=O)c1ccc(Cl)c(NC(=O)COC(=O)CC(NC(N)=O)c2ccc(Cl)cc2)c1 (configuration not stated),-0.2,-0.1,96,25,-20,-8,1,0,1,0
COc1ccc([C@H]2N[C@]3(CCCN(Cc4ccccc4)C3=O)[C@H]3C(=O)N(C)C(=O)[C@@H]23)cc1,-0.8,0.0,110,0,-13,-7,2,5,-4,-8
O=C(CNCc1ccc(Cl)cc1)N1CCc2ccccc2C1,-1.5,0.0,96,4,9,2,-2,6,7,-1
COc1cccc(CNC(=O)CCNS(=O)(=O)c2ccc3c(c2)CC(C)N3C(C)=O)c1 (configuration not stated),-1.6,-0.1,92,-1,6,12,-2,8,6,-7
CC(=O)c1ccc(NC(=O)CC2Nc3cccc4cccc(c34)NC2=O)cc1 (configuration not stated),-3.2,-0.8,91,8,-3,-8,5,2,-12,-2
Cc1ccc(C)c(N2CCN(C(=O)CN(C)S(=O)(=O)c3cnc[nH]3)CC2)c1,-1.1,-0.1,112,-1,-14,1,2,5,3,1
COc1ccc(/C=N/NC(=O)c2cccc(O)c2)cc1Cn1nc(C)c([N+](=O)[O-])c1C,-2.4,0.1,102,-8,-7,1,7,-14,-4,1
CCOc1cc(C(c2c(C)[nH][nH]c2=O)c2c(C)[nH][nH]c2=O)ccc1OCc1ccc([N+](=O)[O-])cc1,0.4,0.7,97,21,1,-1,5,-22,0,4
CC1(C)N=C(N)N=C(N)N1c1ccc(OCCCOc2ccccc2)c(Cl)c1,-1.4,-0.1,97,13,-1,-2,-15,-8,7,-3
CCCOc1cccc(C(=O)NCCCNC(=O)c2cccnc2)c1,-2.0,0.1,101,5,-7,-3,x,x,-1,2
CCCCN(CCCC)CCCNC(=O)C1CC(c2ccc(C(F)(F)F)cc2)=NO1 (configuration not stated),-0.9,0.0,89,2,7,4,-3,-11,-10,-10
Cc1ccc([C@H]2C[C@@H](O)[C@H](n3cc(C4CC4)nn3)CN2Cc2cccs2)cc1,3.9,0.1,93,15,7,6,-2,-3,-22,1
O=C(CSc1nnc(Cc2cc(=O)[nH]c(=O)[nH]2)n1-c1ccc(Cl)cc1)NCC1CCCO1 (configuration not stated),0.4,0.5,102,4,-7,-3,0,-2,8,-10
O=C(NCCCN1CCCCC1)C1CCC(=O)N1CCc1ccccc1 (configuration not stated),1.4,0.6,85,3,-9,-4,1,-26,7,2

# 11 successive compounds already listed, quoted:
SMILES,MC4R ag barr,aDG glyco up,ABCB6 inh MLPCN,MC4R antag cAMP,NOD2-RIPK2 inh,TLR9-MyD88 block,Glyco luc inh,Vif inh,ABHD5 PLIN5 PPI,Exocytosis inh
CN(C)S(=O)(=O)c1ccc(Cl)c(NC(=O)COC(=O)CC(NC(N)=O)c2ccc(Cl)cc2)c1 (configuration not stated),-0.2,-0.1,96,25,-20,-8,1,0,1,0
COc1ccc([C@H]2N[C@]3(CCCN(Cc4ccccc4)C3=O)[C@H]3C(=O)N(C)C(=O)[C@@H]23)cc1,-0.8,0.0,110,0,-13,-7,2,5,-4,-8
O=C(CNCc1ccc(Cl)cc1)N1CCc2ccccc2C1,-1.5,0.0,96,4,9,2,-2,6,7,-1
COc1cccc(CNC(=O)CCNS(=O)(=O)c2ccc3c(c2)CC(C)N3C(C)=O)c1 (configuration not stated),-1.6,-0.1,92,-1,6,12,-2,8,6,-7
CC(=O)c1ccc(NC(=O)CC2Nc3cccc4cccc(c34)NC2=O)cc1 (configuration not stated),-3.2,-0.8,91,8,-3,-8,5,2,-12,-2
Cc1ccc(C)c(N2CCN(C(=O)CN(C)S(=O)(=O)c3cnc[nH]3)CC2)c1,-1.1,-0.1,112,-1,-14,1,2,5,3,1
COc1ccc(/C=N/NC(=O)c2cccc(O)c2)cc1Cn1nc(C)c([N+](=O)[O-])c1C,-2.4,0.1,102,-8,-7,1,7,-14,-4,1
CCOc1cc(C(c2c(C)[nH][nH]c2=O)c2c(C)[nH][nH]c2=O)ccc1OCc1ccc([N+](=O)[O-])cc1,0.4,0.7,97,21,1,-1,5,-22,0,4
CC1(C)N=C(N)N=C(N)N1c1ccc(OCCCOc2ccccc2)c(Cl)c1,-1.4,-0.1,97,13,-1,-2,-15,-8,7,-3
CCCOc1cccc(C(=O)NCCCNC(=O)c2cccnc2)c1,-2.0,0.1,101,5,-7,-3,x,x,-1,2
CCCCN(CCCC)CCCNC(=O)C1CC(c2ccc(C(F)(F)F)cc2)=NO1 (configuration not stated),-0.9,0.0,89,2,7,4,-3,-11,-10,-10

# Only part of the results is shown; rates above refer to the full screens.
